# Source: PubChem BioAssay (National Center for Advancing Translational Sciences (NCATS))
# TrxR1 inh – inhibitors of rat thioredoxin reductase 1. O89049. recombinant rTrxR1, NADPH fluorescence consumption, selenite substrate. Potency, µM (top dose mostly 114 µM), inactives show at the top dose activity change, negative = inhibition, actives largely listed as inhibitors. 390,000 tested, 1% active. AID 588453; also: % is scaled to controls: 0 for no effect and ±100 for the full control effect; nearly all actives have a fitted effect of over 65% in size
#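 Rat TrxR1 (90 nM in the dispensed reagent) was pre-reduced with 400 uM NADPH for 5 min at room temperature, then incubated with compound for 15 min. After 400 uM selenite was added, NADPH fluorescence (Ex 340/Em 450 nm) was followed for 8 min.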
# JMJD2A Tudor – blocks the human JMJD2A Tudor domain | AlphaScreen JMJD2A-Tudor / H3K4me3 peptide binding | Potency, µM (titrated, usually from 114 µM), for the others: at the top dose activity change, negative = inhibition, hits mostly inhibitors | 390,000 tested, 4.4% active | AID 504339; also: % is scaled to controls: 0 for no effect and ±100 for the full control effect; nearly all actives have a fitted effect of over 50% in size
# Target sequence (O75164 whole entry, looked up, the tested form may be a part): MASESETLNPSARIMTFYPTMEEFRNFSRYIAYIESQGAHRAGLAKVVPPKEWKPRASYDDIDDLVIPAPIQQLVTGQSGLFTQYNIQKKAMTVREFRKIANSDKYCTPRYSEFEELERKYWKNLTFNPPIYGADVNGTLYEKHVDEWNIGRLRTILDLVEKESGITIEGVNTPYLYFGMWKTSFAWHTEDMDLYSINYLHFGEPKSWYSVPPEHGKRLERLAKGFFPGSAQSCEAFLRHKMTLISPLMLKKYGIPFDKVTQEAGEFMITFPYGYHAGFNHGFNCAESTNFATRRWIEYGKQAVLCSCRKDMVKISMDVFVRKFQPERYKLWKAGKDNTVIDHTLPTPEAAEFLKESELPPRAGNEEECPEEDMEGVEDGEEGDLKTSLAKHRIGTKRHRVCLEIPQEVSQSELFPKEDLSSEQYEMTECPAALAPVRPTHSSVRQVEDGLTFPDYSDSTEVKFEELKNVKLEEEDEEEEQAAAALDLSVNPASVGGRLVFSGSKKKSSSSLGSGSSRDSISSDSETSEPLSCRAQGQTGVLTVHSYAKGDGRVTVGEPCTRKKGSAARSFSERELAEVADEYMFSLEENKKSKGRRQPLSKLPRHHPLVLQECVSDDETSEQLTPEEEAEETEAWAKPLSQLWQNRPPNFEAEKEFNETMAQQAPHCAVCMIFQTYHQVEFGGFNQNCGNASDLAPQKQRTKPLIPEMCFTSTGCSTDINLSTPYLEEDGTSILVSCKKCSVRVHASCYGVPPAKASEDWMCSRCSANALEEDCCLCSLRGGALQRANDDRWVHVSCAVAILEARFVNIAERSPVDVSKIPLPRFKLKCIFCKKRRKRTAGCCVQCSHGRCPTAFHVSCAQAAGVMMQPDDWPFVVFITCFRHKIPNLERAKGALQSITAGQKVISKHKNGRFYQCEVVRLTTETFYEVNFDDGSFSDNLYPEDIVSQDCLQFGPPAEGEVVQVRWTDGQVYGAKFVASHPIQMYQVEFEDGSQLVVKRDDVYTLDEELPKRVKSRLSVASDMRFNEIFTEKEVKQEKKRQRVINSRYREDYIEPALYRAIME
# 12-LOX inh – blocks human arachidonate 12S-lipoxygenase; Potency, µM (top dose mostly 108 µM), without a hit: at the top dose activity change, negative = inhibition, usual class: inhibitors; 580,000 tested, 1.1% active; purified 12hLO, xylenol orange hydroperoxide absorbance; P18054; also: % is scaled to controls: 0 for no effect and ±100 for the full control effect
#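 Purified human 12hLO at 150 nM in 25 mM Hepes, 0.01% Triton X-100, pH 7.0, preincubated 15 min at room temperature with compound. Reaction started with 40 uM arachidonic acid, 30 min at room temperature. Hydroperoxide measured by Fe-xylenol orange, 573/405 nm absorbance ratio.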
# HP1b binding inh – HP1-beta chromodomain-methylated histone interaction inhibition. P83916. AlphaScreen HP1-beta / biotin-H3K9me3 peptide binding. Potency, µM (doses to about 114 µM), inactives show at the top dose activity change, negative = inhibition, usual class: inhibitors. 390,000 tested, 0.56% active. AID 540317; also: nearly all actives have a fitted effect of over 70% in size; inactives centre near 23
#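 Compound inhibition of the preformed complex between 50 nM HP1-beta and 50 nM biotinylated H3K9me3 peptide was read by AlphaScreen. Buffer was PBS pH 7.4 with 0.01% Tween-20. Incubations ran 30 min at room temperature, with 10 ug/mL donor/acceptor beads.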
# GLS inhibitor – inhibitors of human glutaminase (GLS) | 410,000 tested, 0.21% active | O94925 | GLS enzymatic activity, qHTS titration | Potency, µM (top dose mostly 45.5 µM), for inactives: at the top dose activity change, negative = inhibition, hits mostly inhibitors; also: % is scaled to controls: 0 for no effect and ±100 for the full control effect
#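 Two-point fluorescence kinetic (t0, 30 min RT) for hKGA; glutamate detected via glutamate oxidase–HRP–Amplex Red. Substrate: 1 mM L-glutamine solution; buffer 45 mM KH2PO4, pH 8.2.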
# Pin1 inh – human Pin1 inhibition | Q13526 | Pin1 FP peptide displacement, HiFluor488, 10 min | Potency, µM (series often up to 115 µM), for inactives: at the highest dose activity, negative = inhibition, usual class: inhibitors | 390,000 tested, 0.009% active; active = well fitted inhibition curve with a large enough effect in the polarisation, with a control signal flat, not every such curve was filed as active; inconclusive = small, poorly fitted or top-dose-only effect, or effect the other way, or a change in a side signal; inactive = no such curve, though single readings can be large or run the other way; the % refers to the polarisation; also: % is scaled to controls: 0 for no effect and ±100 for the full control effect
# PGK inhibitor – inhibitors of T. brucei phosphoglycerate kinase | Potency, µM (highest dose often 57.5 µM), inactives show at the highest dose activity change, negative = inhibition, actives largely listed as inhibitors | AID 602233 | 380,000 tested, 0.043% active | PGK/GAPDH coupled, Kinase-Glo luminescence, 60 min; also: % is scaled to controls: 0 for no effect and ±100 for the full control effect; nearly all actives have a fitted effect of over 60% in size
#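 Recombinant glycosomal PGK reaction used 1,3-bisphosphoglycerate generated in-well by GAPDH (100nM final) in 100mM TEA pH 7.6, 5mM MgCl2, 0.01% Tween-20. After 60 minutes at room temperature, ATP was read by Kinase-Glo Plus luminescence end-point.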
# RGS4 inhibitor – inhibitors of human regulator of G protein signaling 4. 390,000 tested, 0.039% active. Transcreener GDP fluorescence polarization, RGS4-accelerated GTP hydrolysis. AID 504845. Potency, µM (series often up to 114 µM), inactives show at the top dose activity change, negative = inhibition, most hits filed as inhibitors. P49798; also: % is scaled to controls: 0 for no effect and ±100 for the full control effect; nearly all actives have a fitted effect of over 75% in size; some results filed as inactive show a strong effect at the top dose
#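 MLSMR compounds (23 nl, pin-transferred) preincubated 10 min at room temperature with a 500nM (2x) first reagent, then RGS4 at 900nM (2x) plus Transcreener GDP mix added; fluorescence polarization (620/688 nm) read before and after 90 min at 30 °C.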
# ERG Ets-DNA blk – ERG Ets/DNA interaction inhibition. fluorescence polarization, His-ERG Ets domain / labelled DNA. Potency, µM (series often up to 76.9 µM), inactives show top-dose FP activity, negative = inhibition, actives largely listed as inhibitors. 370,000 tested, 0.028% active. AID 624246; active = well fitted inhibition curve with a large enough effect in the polarisation, with a control signal flat; inconclusive = small, poorly fitted or top-dose-only effect, or effect the other way, or a change in a side signal; inactive = no such curve, though single readings can be large or run the other way; the % refers to the polarisation;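 also: polarization taken with two DNA probes labelled with fluorescein and Texas red; % of control where 0% means no effect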
#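 His-tagged ERG Ets domain (1 uM in the protein solution; 300mM KCl, 50mM Tris-HCl, 1mM EDTA, 1mM DTT, pH 7.5) received compound, then a probe mix of 5 nM fluorescein-DNA and 100nM Texas-615-DNA. Fluorescence polarization was read for both dyes.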
# * = called active by the depositor; i = inactive; ? = inconclusive; / = not tested or not shown; & = joins results of further samples; [ ] = another dose, or the depositor's remark. Unless noted, calls follow the shape of the dose curve; as a rule, active = well fitted curve in the direction sought with a large enough effect; inconclusive = small, poorly fitted or top-dose-only effect, or another doubt; inactive = no such curve, though single readings can be large; an effect the other way counts as inactive or inconclusive. Potency is read from the fitted curve at half-maximal effect. These rows are one share of the data; the hit share may differ from the screen's.
GLS inhibitor	HP1b binding inh	PGK inhibitor	ERG Ets-DNA blk	TrxR1 inh	12-LOX inh	Pin1 inh	RGS4 inhibitor	JMJD2A Tudor	SMILES
-9%	23%	-11%	2%	19%[57.1 µM]	-6%	-4%	-6%	0%	O=C(Nc1ccc(-n2cnnn2)cc1)C1CCCN1C(=O)Nc1ccc(Br)cc1 (configuration not stated)
17%	12%	-2%	5%	25%	/	43%[activator]	29%	?	CC1CCCCN1C(=O)c1cccc(NC2=C(Cl)C(=O)N(Cc3ccccc3)C2=O)c1 (configuration not stated)
-5%	5%	-4%	-5%	20%	-14%	12%	44%	-9%	CCn1cc(C(=O)NCCN(C)C)c(=O)c2cc(F)c(N3CCN(C)CC3)cc21
0%	-9%	/	-9%	36%	-1%	?	?	28µM*	O=C(N=Nc1c(O)[nH]c2ccccc12)c1cccc(S(=O)(=O)Nc2ccccc2Cl)c1
1%	24%	-22%	2%	15%	-12%	1%	-2%	-30%	CCCCN1C(=N)N([C@@H](C)CN2CCC[C@H]2CN2C(N)=NC[C@@H]2Cc2ccccc2)C[C@H]1Cc1ccccc1
120%[activator]	24%	4%	8%	7%[57.1 µM]	-11%	6%	-3%	1%	CC(C)C(=O)Nc1ccc(S(=O)(=O)Nc2nccc(/C=C/c3ccccc3)n2)cc1
-2%	-1%	-1%	-6%	-16%	?	1%	-45%	-28%	CCN(CC)CCn1c2c(c(SCC(=O)Nc3cccc(C(C)=O)c3)nc1=O)CCCC2
9%	40%[activator]	-5%	2%	9%	-23%	-6%	-7%	-4%	CSC1=N/C(=C\c2ccccc2C)C(=O)S1
-2%	37%	-5%	-5%	12%[57.1 µM]	?	4%	-45%	2%	COc1ccc(NC(=O)c2cnc(SCC(=O)Nc3nc4ccc(C)cc4s3)n(C)c2=O)cc1
0%	9%[57 µM]	-6%	4%	-1%	3%	1%	-2%	-16%	CCOC(=O)C1CCN(C(=O)c2ccc(OCC(=O)Nc3cccc(C(F)(F)F)c3)cc2)CC1
-5%	39%	6%	10%	1%[57.1 µM]	6%	2%	-29%	-8%[11.4 µM]	COc1ccc(-c2nc3ccc(N4CCN(C)CC4)cc3c(=O)[nH]2)cc1
4%	?	-23%	0%	18%	5%	/	?	-26%	O=C(O)c1c(-c2ccccc2)oc2ccc(OCc3ccc(Cl)c(Cl)c3)cc12
-5%	20%	-1%	8%	14%	182%[activator]	-1%	-9%	-31%	O=C(NCc1cccnc1)C(=O)Nc1nc(C23CC4CC(CC(C4)C2)C3)cs1
12%	54%[activator]	-2%	-1%	11%	-23%	0%	-32%	4%	COc1ccccc1C(=O)NCC1(N2CCN(C)CC2)CCCCC1
1%	30%	-7%	4%	6%	-11%	4%	-6%	1%	COc1ccccc1OCC(=O)OCC(=O)NC1CCCCC1
-27%	?	?	27%	-16%	-4%	31%[activator]	?	?	Cc1ccc(C=C2C(=O)c3ccccc3C2=O)o1
59%&13%[activator]	-6%&2%	7%&-10%	-13%&-5%	-1%&-2%	?	5%&3%	-13%&-11%	-36%&-30%	CC(C)c1ccc(OCC(O)CN2CCN(c3ccccc3)CC2)cc1 (configuration not stated)
-12%	29%	-6%	3%	-1%[57.1 µM]	7%	4%	42%	6%	Clc1ccc2nc(CSc3ccccc3)cn2c1
-13%	6%	9%	1%	10%	?	7%	8%	-27%	Cc1ccc(CS(=O)(=O)c2cn(CC(=O)N(C)c3ccccc3)c3ccccc23)cc1
3%	22%	-11%	-3%	-5%	-6%	2%	10%	-7%	CCc1c(C)nc2ncnn2c1N1CCCC(C(=O)NCCc2ccc(OC)cc2)C1 (configuration not stated)
-12%	25%	-9%	-23%	-3%	-1%	6%	4%	2%	COc1ccc(S(=O)(=O)N(CC(=O)N2CCCCCC2)c2ccccc2OC)cc1
5%	8%	i	-3%	2%[57.1 µM]	?	0%	7%	-4%	NC(=S)Nc1ccc(C(F)(F)F)cc1Cl
3%	28%	4%	0%	-11%[57.1 µM]	?	9%	0%	-20%	COc1cc(OC)cc(-c2oc3cccnc3c2C#CCCO)c1
-2%	25%	-3%	-6%	10%	2%	11%	-37%	-6%	CC(C)c1ccc(S(=O)(=O)c2cnc(=S)[nH]c2N)cc1
-1%	23%	-6%	12%	-3%	-13%	7%	-23%	-20%	CC(C)CN(C(=O)CSc1nc(-c2ccccc2)cn1N)c1c(N)n(Cc2ccccc2)c(=O)[nH]c1=O
-15%	19%	i	17%	-15%	45%[activator]	-1%	-11%[11.4 µM]	?	Cc1ccc(NC(=O)CCc2nnc3ccc(NCc4ccco4)nn23)cc1
-12%	27%	-8%	8%	8%[2.29 µM]	8%	16%	-5%	-2%	O=[N+]([O-])c1ccc(NCCc2ccccc2)c(Br)c1
25%	25%	8%	2%	-5%	?	-8%	14%	-9%	CSCCC(NC(=O)c1ccccc1Cl)C(=O)NNC(=O)c1ccccc1O (configuration not stated)
-12%	37%	3%	-1%	5%[57.1 µM]	-6%	-8%	-5%	2%	Cc1ccccc1-c1nnn(CC(=O)Nc2cccc(S(N)(=O)=O)c2)n1
-3%	34%	-2%	2%	16%	4%	2%	3%	-12%	Cc1ccc2nc(C)c3c(c2c1)COC3

# 3 of the entries above in order of the ERG Ets-DNA blk value, high to low:
GLS inhibitor	HP1b binding inh	PGK inhibitor	ERG Ets-DNA blk	TrxR1 inh	12-LOX inh	Pin1 inh	RGS4 inhibitor	JMJD2A Tudor	SMILES
-1%	23%	-6%	12%	-3%	-13%	7%	-23%	-20%	CC(C)CN(C(=O)CSc1nc(-c2ccccc2)cn1N)c1c(N)n(Cc2ccccc2)c(=O)[nH]c1=O
12%	54%[activator]	-2%	-1%	11%	-23%	0%	-32%	4%	COc1ccccc1C(=O)NCC1(N2CCN(C)CC2)CCCCC1
5%	8%	i	-3%	2%[57.1 µM]	?	0%	7%	-4%	NC(=S)Nc1ccc(C(F)(F)F)cc1Cl

# (list continues)
GLS inhibitor	HP1b binding inh	PGK inhibitor	ERG Ets-DNA blk	TrxR1 inh	12-LOX inh	Pin1 inh	RGS4 inhibitor	JMJD2A Tudor	SMILES
-6%	22%	-7%	-17%	-23%	-3%	-10%	16%	1%	O=C(CCCn1nnnc1CN1CCOCC1)N1CCN(c2ccccc2F)CC1
0%	26%	i	7%	20%	-20%	33%[activator]	-24%	-14%	COc1ccccc1-c1nnc(SCC(=O)c2c(N)n(C3CC3)c(=O)[nH]c2=O)o1
3%	11%	/	-11%	5%	-22%	6%	11%	-22%	Cc1cccc(C)c1Nc1nnc(SCc2cn3cccc(C)c3n2)s1
7%	18%	1%	-8%	7%	2%	4%	23%	-11%	CN(C)CCN(Cc1ccccc1)C(=O)C1CCN(c2ncnc3c2nc2n3CCCCC2)CC1
8%	6%	-2%	-3%	9%[2.29 µM]	-16%	6%	16%	-17%	CCCN(CCC)CCNC(=O)C1CCN(c2nc3ccc(CC)cc3s2)CC1
5%	90%[activator]	6%	0%	121%	-8%	3%	29%	27%	NS(=O)(=O)c1ccc(N2N=C(c3ccccc3)CC2c2ccccc2Cl)cc1 (configuration not stated)
6%	72%[activator]	-13%	-10%	-6%	?	?	-6%	17%	S=C(NCc1cccs1)Nc1cc(Cl)cc(Cl)c1
-3%	3%	0%	-13%	5%	-24%	-2%	-10%	-17%	CN(C)c1nc(N)nc(CSc2ncc(Cl)cc2Cl)n1
-1%	-23%	-6%	-10%	4%	12%	-1%	-35%[11.4 µM]	4%[11.4 µM]	Nc1nc(CSCCO)nc(Nc2ccccc2)n1
-10%	16%	i	-2%	24%	?	5%	-17%	-14%	CCCCNC(=O)c1ccc2c(c1)N(Cc1ccc(F)cc1)C(=O)c1ccccc1S2=O (configuration not stated)
2%	80%[activator]	5%	/	-14%	-21%	6%	7%	-34%	Clc1ccccc1-c1ccc2ncnc(NCc3cccs3)c2c1
23%	-16%	1%[11.5 µM]	/	?	-6%	17%	-1%	?	Cc1ccccc1N=C/C=C1/C=C(c2ccccc2)OC(C)(C)O1
1%	18%	-4%	1%	14%	-14%	0%	-17%	-24%	O=C(Nc1ccc(S(=O)(=O)Nc2nccs2)cc1)c1ccccc1OC(F)F
4%	23%	-6%	8%	11%	53%[activator]	6%	-6%	-8%	COc1ccccc1C(=O)Nc1c(-c2ccccc2)nc2ccccn12
14%	?	3%	-9%	34%[activator][57.1 µM]	13%	6%	33%	25µM*	Cc1ccc(-c2[nH]nc(N)c2N=Nc2ccccc2C)cc1
33%[activator]	25%	-5%	/	23%	/	-5%	-7%	-13%	CCN(CC)CCOC(=O)C1c2ccccc2Oc2ccccc21

# As entered above.
# O=C(CCCn1nnnc1CN1CCOCC1)N1CCN(c2ccccc2F)CC1 @ Pin1 inh: -10%
# O=C(O)c1c(-c2ccccc2)oc2ccc(OCc3ccc(Cl)c(Cl)c3)cc12 @ PGK inhibitor: -23%
# COc1ccccc1C(=O)NCC1(N2CCN(C)CC2)CCCCC1 @ 12-LOX inh: -23%
# Cc1cccc(C)c1Nc1nnc(SCc2cn3cccc(C)c3n2)s1 @ ERG Ets-DNA blk: -11%
# COc1ccc(NC(=O)c2cnc(SCC(=O)Nc3nc4ccc(C)cc4s3)n(C)c2=O)cc1 @ TrxR1 inh: 12%[57.1 µM]
# COc1ccccc1OCC(=O)OCC(=O)NC1CCCCC1 @ TrxR1 inh: 6%
# CC(C)c1ccc(OCC(O)CN2CCN(c3ccccc3)CC2)cc1 (configuration not stated) @ PGK inhibitor: 7%&-10%
